# GPR35 antagonists – inhibition of zaprinast-stimulated GPR35 beta-arrestin translocation – imaging, U2OS, beta-arrestin-GFP, zaprinast agonist, primary screen (AID 2058) | one-dose inhibition, % at 10 µM; IC50 in µM for titrated hits | 290,000 compounds, 0.052% hits | U2OS GPR35 beta-arrestin-GFP translocation imaging, zaprinast antagonism; higher % means a stronger effect;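 active = inhibition of at least 50% with at least 30 cells and total cytoplasm GFP at most 10,000,000; inconclusive = under 30 cells or total GFP of 10,000,000 plus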
# Myeloid diff 2 – compounds promoting myeloid differentiation | 360,000 compounds, 1% hits | calls only at 10 µM | ER-HoxA9 myeloid progenitors, lysozyme-GFP differentiation, flow cytometry;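 active = normalized GFP-positive differentiation at or above the plate's own cutoff, the solvent-only control mean plus 3 SD; inconclusive = no clear call, values can overlap the other calls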;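 note: cells exposed to compound for four days before flow analysis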
# Siah-1 displacement – blockers of Siah-1 interaction with plectin peptide – biochemical, fluorescence polarization, rhodamine-plectin, uHTS, primary screen (AID 1817); 290,000 compounds, 0.02% hits; Siah-1 / rhodamine-plectin peptide fluorescence polarization; higher % means a stronger effect; one-dose displacement, % at 20 µM; IC50 in µM for titrated hits;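 active = displacement of at least 50% at 20 µM, with a fluorescence ratio check between 0.3 and a set limit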;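 note: plate controls were Siah plus tracer with DMSO for no effect and tracer alone without Siah for full effect; strong numbers were not always called active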
# Rac1 GTP hydrolysis – MgcRacGAP GTPase-activating activity inhibitors, confirmation, biochemical, ADP Hunter fluorescence; MgcRacGAP-stimulated Rac1 GTP hydrolysis, ADP Hunter fluorescence; higher % means a stronger effect; GST-tagged Rac1 F28L mutant substrate; inhibition, % at 30 µM; hits with a dose series show IC50 in µM; 340,000 compounds, 0.6% hits;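 active = first-screen hits whose inhibition reached a set limit at any dose in the follow-up dose series; inconclusive = inhibition above the set first-screen limit but never retested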;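 note: fluorescence reports GDP produced by GAP-driven GTP hydrolysis; strong numbers were not always called active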
# NTR1 ag – NTR1-driven beta-arrestin-GFP spot formation – imaging, U2OS cells, high content, primary screen (AID 493036). activation, % at 20 µM. agonist mode. P30989. 330,000 compounds, 0.17% hits;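 active = activation at or above 40% of the spot to cytoplasm intensity ratio, with at least 20 cells analyzed; inconclusive = wells under 20 cells, flagged as cytotoxic or low count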;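 note: 0% = DMSO without peptide and 100% = 100 nM NTR1 peptide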
# Target sequence (P30989 whole entry, looked up): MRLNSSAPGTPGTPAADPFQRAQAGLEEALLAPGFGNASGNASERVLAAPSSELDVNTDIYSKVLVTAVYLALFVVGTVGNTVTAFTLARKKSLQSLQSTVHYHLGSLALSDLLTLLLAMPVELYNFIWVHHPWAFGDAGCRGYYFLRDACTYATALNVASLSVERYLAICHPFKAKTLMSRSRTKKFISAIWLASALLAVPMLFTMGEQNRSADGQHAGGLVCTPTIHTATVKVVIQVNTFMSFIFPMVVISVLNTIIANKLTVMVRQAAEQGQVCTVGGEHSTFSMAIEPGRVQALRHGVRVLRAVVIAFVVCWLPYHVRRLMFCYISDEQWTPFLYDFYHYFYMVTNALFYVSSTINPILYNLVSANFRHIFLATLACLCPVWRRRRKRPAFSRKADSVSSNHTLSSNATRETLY
# HIV peptide binding – inhibitors of HIV fusion peptide binding, primary screen, biochemical, uHTS, fluorescence dequenching (AID 1986); cell-free peptide binding, fluorescence dequenching, 30 min; higher % means a stronger effect; one-dose inhibition, % at 20 µM; IC50 in µM for titrated hits; 290,000 compounds, 0.3% hits; in the data active = inhibition mostly above about 52%, no sharp cut-off; inactive = mostly below about 76%; note: some results filed as inactive read as strong as hits
# GPR55 LPI antagonism – inhibition of LPI-stimulated GPR55 beta-arrestin translocation – imaging, U2OS, beta-arrestin-GFP, LPI agonist, primary screen (AID 2013) | 290,000 compounds, 0.13% hits | U2OS GPR55 beta-arrestin-GFP translocation imaging, LPI antagonism; higher % means a stronger effect | inhibition, % at 10 µM, or IC50 in µM where a hit was titrated;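 active = spots per cell inhibited over 60%, with over 100 cells counted and total cytoplasm intensity under 500,000; inconclusive = wells with under 100 cells, flagged as likely toxic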;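 note: U2OS cells stably carrying GPR55 and arrestin-GFP stimulated by 5 µM LPI near EC80; imaged beta-arrestin-GFP aggregate spots per cell after agonist stimulation; plate controls were LPI-stimulated DMSO wells for no effect and DMSO wells without LPI for full effect; some results filed as inactive read as strong as hits; confirmed hits need IC50 under 10 µM and bright autofluorescent wells are also inconclusive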
# PhoP inhibition – inhibitors of PhoP regulon expression, primary screen, Salmonella Typhimurium, GFP reporter (AID 1863). S. Typhimurium PhoP-regulated promoter GFP reporter, 4 h; higher % means a stronger effect. one-dose inhibition, % at 50 µM; IC50 in µM for titrated hits. 300,000 compounds, 0.16% hits;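 active = inhibition over 29.93%, a cutoff 3 SD above the screen mean, later confirmed by dose response; inconclusive = inhibition over 29.93% but no dose response follow-up; inactive = inhibition at most 29.93% or unconfirmed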;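 note: 0% = low Mg2+ inducing control and 100% = high Mg2+ repressing control; strong numbers were not always called active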
# LYP inhibition – PTPN22 lymphoid phosphatase activity blockers – biochemical, fluorescence intensity, uHTS (AID 1779); recombinant LYP phosphatase, fluorescence intensity; higher % means a stronger effect; inhibition, % at 11.5 µM, or IC50 in µM where a hit was titrated; 290,000 compounds, 0.054% hits; in the data active = inhibition above about 50%;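 note: plate controls were vehicle with enzyme for no effect and no enzyme for full effect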
# NTR1 ag cell count 20 µM – further read-out of NTR1 ag, marked with its call; cell count; measured here: cell count, cytotoxicity flag
# Myeloid diff 2 GFP+ MAC1+ % – also measured in Myeloid diff 2; calls as there; GFP+ MAC1+ double positive, %; measured here: differentiation confirmed by MAC1 staining
# An asterisk follows results filed as active; i = inactive; u = inconclusive; x = not tested or not shown; + = active, no number.
SMILES,GPR35 antagonists,Myeloid diff 2,Myeloid diff 2 GFP+ MAC1+ %,Siah-1 displacement,Rac1 GTP hydrolysis,NTR1 ag,NTR1 ag cell count 20 µM,HIV peptide binding,GPR55 LPI antagonism,PhoP inhibition,LYP inhibition
CCCc1nn2c(=O)cc(COc3cccc(NC(=O)c4ccco4)c3)nc2s1,14%,i,5.4,3%,2%,0.6,59,-0.7%,1%,-4%,-11%
S=C(Nc1cccnc1)NC1CCCCCCC1,-2%,u,x,5%,5%,2.1,73,-1.6%,6%,-1%,-8%
CC(Nc1nc2ncn(Cc3ccccc3)c2c(=O)[nH]1)C(=O)O (configuration not stated),18%,i,1.3,0%,10%,-1.8,36,-1.0%,-4%,7%,-4%
Cc1cc(C)nc(Nc2ccc(O)cc2)n1,3%,i,0.4,5%,u,1.0,78,0.4%,8%,-6%,1%
Cc1ccc(S(=O)(=O)Nc2cccc(C(=O)NCC(c3ccco3)N3CCCCC3)c2)cc1F (configuration not stated),x,i,1.3,x,10%,0.1,50,x,x,1%,x
c1ccc(CC2CCN(C3=Nc4cccc5cccc3c45)CC2)cc1,-29%,i,0.3,3%,15%,9.2,47,11%,18%,21%,3%
COC(=O)C1=C(C)N(Cc2ccco2)C(=O)N[C@H]1c1ccccc1,-7%,x,x,2%,x,13,84,4.7%,19%,0%,-9%
CCC(C)c1c(O)nc(SCC(=O)Nc2ccccc2)[nH]c1=O (configuration not stated),-11%,i,2.0,3%,-3%,0.5,86,-0.9%,7%,-1%,-1%
O=C(OCc1ccc(COC(=O)c2ccc(O)cc2)cc1)c1ccc(O)cc1,-4%,i,0.4,0%,4%,46*,77*,-0.2%,3%,-2%,-3%
O=C(CN1C(=O)S/C(=C/c2ccccn2)C1=O)N1CCOCC1,-2%,i,8.3,6%,14%,-0.4,63,-0.5%,2%,-1%,-9%
O=C(Nc1ccc(-c2noc(-c3cccs3)n2)cc1)c1cccnc1,-11%,i,0.5,4%,9%,47*,46*,-2.0%,-8%,-12%,-2%
Cc1ccc2c(c1)cc(CN(Cc1ccco1)C(=O)N1CCOCC1)c1nnnn12,4%,i,0.8,-2%,5%,-1.2,52,-1.0%,8%,-5%,-1%
Cc1ccc(Cn2ncc3c(N4CCN(CC#N)CC4)ncnc32)cc1,4%,i,0.2,2%,5%,0.0,49,1.7%,-1%,-1%,-5%
Cc1cc(N2CCN(C)CC2)nc2ccc(NC(=O)CCC3CCCC3)cc12,10%,i,0.5,-3%,12%,3.8,45,0.2%,6%,0%,-7%
CCn1c(=O)c(C(=O)Nc2ccc(C)cc2)c(O)c2ccccc21,-6%,i,1.3,3%,8%,1.7,75,-1.3%,9%,-5%,-8%
CCCCCCC(=O)Nc1nc(C)c(-c2csc(Nc3ccccc3OC)n2)s1,1%,i,1.9,-1%,5%,1.9,93,2.0%,-15%,-7%,-1%
CSCCC(=O)N1CCC(n2nccc2NC(=O)c2ccc3c(c2)OCO3)CC1,-7%,i,0.5,10%,0%,-0.1,45,0.8%,-4%,4%,-8%
O=C(NC1CCCCC1)n1c(=O)oc2ccccc21,-7%,i,0.7,4%,-3%,-1.8,92,0.9%,-4%,-8%,-6%
C=CCn1c(=O)c(C(=O)NCCc2ccc(Cl)cc2)c(O)c2cc(OC)c(OC)cc21,-2%,i,0.5,-1%,5%,3.8,58,-1.1%,-1%,-3%,-4%
CCOc1cc(N2CCOCC2)c(OCC)cc1NS(=O)(=O)c1ccc(Cl)s1,-2%,i,2.9,7%,-5%,1.2,62,1.9%,-3%,2%,6%
CC(/C=C/c1ccco1)=N/NC(=O)c1ccc(C)nc1,5%,i,0.7,0%,10%,0.2,50,-1.7%,-2%,-1%,-1%
COCCOCC(=O)Nc1ccc(S(=O)(=O)Nc2cc(C)nc(C)n2)cc1,4%,+,11*,5%,-1%,0.2,60,1.1%,10%,8%,-7%
Cc1ccc(S(=O)(=O)N(CC(=O)NCc2ccco2)C2CCCCC2)cc1,1%,i,10,2%,-11%,0.0,41,-1.8%,8%,3%,1%
CSc1nc(C)cc(-n2ccc(=O)[nH]c2=O)n1,7%,i,16,-3%,-17%,-0.6,73,2.3%,9%,-10%,-4%
CCCCCC(=O)Cc1cc(O)cc2c1C(=O)Oc1cc(O)c(C(=O)O)c(CCCCC)c1O2,15%,x,x,0%,x,-0.3,111,4.1µM*,1%,-3%,7%
# (continued)
SMILES,GPR35 antagonists,Myeloid diff 2,Myeloid diff 2 GFP+ MAC1+ %,Siah-1 displacement,Rac1 GTP hydrolysis,NTR1 ag,NTR1 ag cell count 20 µM,HIV peptide binding,GPR55 LPI antagonism,PhoP inhibition,LYP inhibition
CC(C)(C)OC(=O)C(Cl)(C(=O)OC(C)(C)C)c1ccc2nnnn2n1,10%,i,0.2,0%,27%,x,x,0.1%,10%,6%,-1%
Nc1nnnn1/N=C/c1ccc(N2CCCCC2)c([N+](=O)[O-])c1,7%,i,0.3,0%,14%,-0.2,62,-2.3%,8%,4%,-6%
CCn1cc(C2=NC(C)(C)CO2)c2ccccc21,17%,i,7.0,-2%,8%,1.8,73,1.8%,11%,-4%,-5%
Cc1c(N=Cc2ccc[nH]2)c(=O)n(-c2ccccc2)n1C,-2%,i,8.8,-1%,6%,1.2,42,-0.3%,-3%,6%,-7%
CSc1nc(N)nc(-c2cccs2)c1C#N,18%,i,0.4,3%,5%,1.4,57,4.3%,-12%,6%,-5%
Cn1c(=S)n(/N=C/c2cccs2)c2ccccc21,9%,i,0.2,0%,3%,-0.4,70,-0.3%,9%,-14%,-6%
COC(=O)c1ccccc1NC(=O)C(=O)NCC1CCCO1 (configuration not stated),-7%,i,0.7,-3%,9%,-1.0,59,-0.2%,-6%,-12%,-4%
CN(c1ccccc1C(=O)O)S(=O)(=O)c1ccc2c3c(cccc13)C(=O)N2,-10%,i,0.7,6%,11%,1.4,25,16%,2%,-9%,0%
c1ccc2c(c1)CNc1ccccc1C2,-2%,i,0.9,4%,6%,-1.2,48,-0.1%,4%,-5%,-1%
COc1ccc(-c2cc(C(=O)O)no2)cc1,-3%,i,0.2,2%,-1%,-1.2,26,-0.8%,2%,-8%,-7%
CCc1ccc(C(=O)Nc2nnn(CC)n2)cc1,3%,i,9.1,-5%,6%,1.5,68,-0.8%,14%,28%,-10%
COC(=O)c1ccc(COc2ccc(/C=N/NC(N)=S)cc2)o1,-19%,i,0.1,2%,x,0.7,52,-1.5%,5%,3%,3%
C=CCn1c(C)c(C(C)=O)cc(NC(=O)c2ccccc2)c1=O,6%,i,0.5,23%,2%,1.9,45,0.1%,17%,2%,2%
COc1ccc(C2(c3ccc(OC)cc3)NC(=O)N(CC(=O)Nc3ccccc3C(F)(F)F)C2=O)cc1,-7%,i,3.7,4%,8%,2.5,70,3.5%,6%,-3%,-4%
CC1CCC(N2CCN(c3ncccn3)CC2)CC1 (configuration not stated),-2%,i,6.8,2%,-1%,-0.9,60,1.1%,10%,-3%,-5%
Cc1ccc(NC(=O)CSc2nc(=O)n(CCCN(C)C)c3c2CCC3)c(C)c1,x,i,0.2,x,4%,-0.6,65,x,x,0%,x
Cc1cnc(C(=O)Nc2nccs2)cn1,5%,i,1.0,-6%,12%,-0.1,44,-1.0%,6%,5%,-4%
CC(=O)NC(Cc1ccc(F)c(F)c1)C(=O)NC1CCN(c2c(Cc3ccccc3)c(C)nc3ncnn23)CC1 (configuration not stated),28%,i,0.4,0%,2%,0.0,32,-0.6%,8%,-14%,0%
CCCCCOC(=O)C1C(c2ccccc2)C(C(=O)O)C1c1ccccc1 (configuration not stated),4%,i,1.1,16%,4%,-2.4,59,1.4%,4%,7%,2%
COc1cccc(OCCCCN2CC(C)OC(C)C2)c1 (configuration not stated),18%,i,0.3,2%,18%,-2.3,88,5.0%,-2%,-1%,-3%
O=C(Oc1ccc(OC(=O)N2CCOCC2)cc1)c1ccccc1,1%,i,1.1,0%,3%,0.9,50,0.5%,-2%,-6%,-2%
CCN(CC)CCN1C(=O)c2oc3ccccc3c(=O)c2C1c1ccccc1 (configuration not stated),8%,i,9.9,-8%,-3%,0.4,64,41%,5%,-1%,-2%
Cc1sc2ncnc(Sc3nnnn3-c3ccccc3)c2c1C,-5%,i,5.4,5%,9%,2.7,55,-2.2%,12%,6%,-8%
CCCn1c(SCC(=O)c2ccc3c(c2)OCCO3)nc2c1c(=O)n(C)c(=O)n2C,3%,i,0.8,2%,3%,x,x,-0.7%,-9%,-6%,8%
Cc1ccc(-c2nc(N)sc2-c2ccccc2)cc1C,-1%,i,0.3,-4%,9%,4.6,42,-2.6%,5%,23%,-2%
# Following part:
SMILES,GPR35 antagonists,Myeloid diff 2,Myeloid diff 2 GFP+ MAC1+ %,Siah-1 displacement,Rac1 GTP hydrolysis,NTR1 ag,NTR1 ag cell count 20 µM,HIV peptide binding,GPR55 LPI antagonism,PhoP inhibition,LYP inhibition
COc1cc(/C=N/NC(=O)Nc2ccccc2)ccc1OCCOc1ccccc1C,0%,i,4.2,0%,6%,12,28,-4.7%,1%,-21%,-2%
Cc1ccc2nc(C)cc(Nc3ccc4c(c3)OCCO4)c2c1,22%,i,1.6,-1%,21%,2.0,78,-1.0%,-8%,26%,-6%
COc1ccc(CCNC(=O)C(C)OC(=O)c2cccs2)cc1OC (configuration not stated),3%,i,1.0,-2%,7%,0.0,48,-0.5%,-5%,3%,-13%
Cc1ccc(SCC(=O)Nc2cccc(NC(=O)c3ccco3)c2)cc1,-9%,i,0.8,2%,11%,-0.2,33,-0.6%,-8%,2%,-1%
CCOC(=O)c1c(C)n(C)c2ccc(OCC(N)=O)cc12,-12%,i,4.0,10%,2%,-2.4,76,-1.9%,3%,3%,-1%
COc1ccccc1N1CCN(C(=O)C2CCC(Cn3c(=S)[nH]c4ccccc4c3=O)CC2)CC1 (configuration not stated),9%,i,1.0,2%,2%,6.5,83,-2.4%,20%,-4%,14%
COc1cc(NC(=O)CSc2nc3ncnc(N)c3[nH]2)c(C(=O)O)cc1OC,16%,i,0.3,-1%,5%,-1.4,32,1.0%,0%,3%,-9%
Cc1cc(N2CCN(Cc3nc(-c4ccc(F)cc4)oc3C)CC2)cc(C)n1,0%,i,0.8,-2%,13%,-1.0,89,0.5%,5%,0%,-7%

# High-throughput results: PubChem BioAssay, several laboratories
